# Screening results (PubChem)
# MmCpn inh – blocks the Methanococcus maripaludis chaperonin Mm-Cpn; 330,000 compounds, 0.031% hits; Potency, µM (top dose mostly 76.9 µM), inactives show at the top dose activity, negative = inhibition, usual class: inhibitors; purified Mm-Cpn ATPase, ADP Transcreener TR-FRET; AID 504842; also: potency is read from the fitted curve at half-maximal effect; % is scaled to controls: 0 for no effect and ±100 for the full control effect; nearly all actives have a fitted effect of over 80% in size
#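 Purified archaeal Mm-CPN (25nM final) preincubated 10 min at 37degC with compound, then 10uM ATP for 30 min at 37degC; ADP measured by HTRF Transcreener TR-FRET; buffer 30 mM TRIS pH 7.4, 100mM KCl, 5mM MgCl2, 1mM DTT.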
# Nrf2 inh – blocks Nrf2 signaling. A549 ARE-Fluc reporter, luciferase luminescence, 18-24 h. Potency, µM (series often up to 46 µM), for inactives: top-dose activity change, negative = inhibition, usual class: inhibitors. 360,000 compounds, 2.1% hits. AID 504444; also: potency is read from the fitted curve at half-maximal effect; % is scaled to controls: 0 for no effect and ±100 for the full control effect; nearly all actives have a fitted effect of over 60% in size
#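 Two sequential reads on A549 ARE_Fluc cells exposed to compound for 18-24 h: a CellTiter-Fluor fluorescence read for viability, then a luciferase luminescence read for Nrf2/ARE activity.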
# A549 viability – A549 cytotoxicity, counter-screen for Nrf2 inhibitors. A549 ARE-Fluc cells, CellTiter-Fluor viability, 18-24 h. Potency, µM (top dose mostly 46 µM), inactives show top-dose activity change, negative = cytotoxicity, usual class: inhibitors. 390,000 compounds, 0.16% hits. AID 504648; also: potency is read from the fitted curve at half-maximal effect; % is scaled to controls: 0 for no effect and ±100 for the full control effect
#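 Cytotoxicity counterscreen: CellTiter-Fluor fluorescence was measured in A549 ARE_Fluc cells after 18-24 h of compound exposure in a concentration series. The subsequent BugLite luminescent read reports ARE-luciferase activity.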
# TGFb inhibitor – blocks TGF-b signaling. Potency, µM (titrated, usually from 46.1 µM), without a hit: at the top dose activity, negative = inhibition, usual class: inhibitors. 410,000 compounds, 1.2% hits. HepG2 CAGA-GFP TGF-b/SMAD3 reporter, GFP fluorescence, 18 h; TGF-beta stimulated, 500 pg/mL final; also: potency is read from the fitted curve at half-maximal effect; % is scaled to controls: 0 for no effect and ±100 for the full control effect; nearly all actives have a fitted effect of over 65% in size
#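 Per well, imaged GFP fluorescence of HEPG2 CAGA-GFP cells gives the signal; cells get compound, then TGF-beta (500 pg/mL final), 18 h at 37 degrees C; %Activity versus -TGF-beta and +DMSO controls.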
# Nrf2 ARE act – Nrf2 pathway activation; 410,000 compounds, 0.31% hits; Potency, µM (doses to about 46.1 µM), without a hit: at the highest dose activation, usual class: activators; AREc32 ARE-luciferase reporter (MCF7-derived line), luminescence, 24 h; AID 624171; also: potency is read from the fitted curve at half-maximal effect; % of control where 0% means no effect; nearly all actives have a fitted effect of over 65% in size
#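 Steps: seed AREc32_Fluc cells (1000/well, 5% FBS OPTI-MEM); incubate overnight at 37 deg C; add 23 nL compound; incubate 24 hr; add Steady-Glo; hold 30 min RT; read luminescence.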
# CCT modulator – cytosolic chaperonin activity modulation. purified chaperonin ATPase assay, HTRF ADP detection, 30 min. activity change, % (test concentration not listed), hits read low. 360,000 compounds, 0.3% hits. AID 651819; in the data active = activity change below about -30%; also: % is scaled to controls: 0 for no effect and ±100 for the full control effect
#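 TRiC (40 or 20 nM final, by batch activity) in 30 mM Tris pH 7.4, 100 mM KCl, 5 mM MgCl2, 1 mM DTT was treated with compound at 76 uM single dose, then 10 uM ATP, 30 min at 37 °C. ADP was read by HTRF Transcreener.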
# HepG2 tox – HepG2 cytotoxicity, counter-screen for TGF-b inhibitors. Potency, µM (series often up to 46.1 µM), without a hit: top-dose activity change, negative = cytotoxicity, hits mostly cytotoxic. HepG2 CAGA-GFP viability, ATP luminescence, 18 h. 410,000 compounds, 0.76% hits; also: potency is read from the fitted curve at half-maximal effect; some results filed as inactive show a strong effect at the top dose
#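 HepG2 CAGA-GFP cells (1000/well, DMEM with 1% FBS) received compound, then TGF-beta at 500 pg/mL final, and were incubated 18 hours at 37 degrees C. Viability was read by CellTiter-Glo luminescence. Media-only wells were set as complete cell-killing and DMSO as no toxicity.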
# Abeta rescue – A-beta toxicity reversal in yeast | Potency, µM (highest dose often 46.1 µM), for inactives: at the highest dose growth rescue, most hits filed as activators | AID 1347071 | yeast expressing A-beta42, growth rescue, OD600, 48 h; response scale: 0% DMSO, 100% iron-clioquinol control | 410,000 compounds, 0.063% hits; also: potency is read from the fitted curve at half-maximal effect; nearly all actives have a fitted effect of over 55% in size
#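 Yeast A-beta toxicity model in growth medium with pinned compounds, 48 h at 30 C; growth read as absorbance at 600 nm. Normalized to FeCl3/clioquinol equimolar mix (positive) and DMSO (negative).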
# Akt phos inh – Akt phosphorylation inhibition; AID 651550; Neuro2A IGF-stimulated pAkt S473 HTRF, 20 min; hits give low values; activity change, % for hits at 50 µM; 360,000 compounds, 0.32% hits; in the data active = activity change below about -80%; inconclusive = mostly about -51% to -80%; also: % is scaled to controls: 0 for no effect and ±100 for the full control effect
#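 Neuro2A cells (4,500/well, DMEM with 0.5% FBS) were treated with compound at a single 50 µM final concentration, stimulated with 6 nM IGF for 20 min at 37 °C, and lysed. Phospho-Akt Ser473 was read by HTRF as 665/615 ratio ×10^4.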
# * marks the source's active call; other numbers are inactive results; i = inactive; ? = inconclusive; . = no result given; & = joins results of further samples; [ ] = dose if it differs, or a comment. Unless noted, calls follow the shape of the dose curve; as a rule, active = well fitted curve in the direction sought with a large enough effect; inconclusive = small, poorly fitted or top-dose-only effect, or another doubt; inactive = no such curve, though single readings can be large; an effect the other way counts as inactive or inconclusive.
SMILES,MmCpn inh,Nrf2 inh,A549 viability,TGFb inhibitor,Nrf2 ARE act,CCT modulator,HepG2 tox,Abeta rescue,Akt phos inh
Cc1cccn2c(=O)c(C=O)c(N3CCN(c4ccc(F)cc4)CC3)nc12,-2%,16µM*,-10%,-2%,5.9%,-7.5,4%,-7%,i
COc1cccc(OCCOc2ccccc2[N+](=O)[O-])c1,.,?,-4%,-8%,0.6%,-5.2,0%,-9%,i
Cc1nn(C)c(C(=O)Nc2ccn(C34CC5CC(CC(C5)C3)C4)n2)c1[N+](=O)[O-],3%,?,?,-25%,0.1%,0.3,-14%,0%,i
NC(=O)c1ccsc1NC(=O)CS(=O)(=O)c1ccc(F)cc1,-1%,?,1%,-3%,0.1%,-1.7,-22%,4%,i
Cc1cccc(C)c1NC(=O)C1CC2CCC1C2 (stereo not given),.,?,0%,0%,0.2%,0.5,15%,13%,i
CCOC(=O)C1CCN(C(=O)c2ccccc2NS(=O)(=O)c2ccc(C)cc2)CC1,-1%,13%,5%,4%,-0.2%,0.7,1%,-16%,i
COc1ccc([C@@H]2CC=C(C(=O)O)[C@H](c3ccc(Br)cc3)N2S(=O)(=O)c2ccccc2C)cc1,-1%,-29%,-6%,1%,0.6%,-2.4,2%,-7%,i
Cc1csc(NC(=O)c2cnc3ccccc3n2)n1,0%,?,-14%,-8%,?,-1.7,-5%,6%,i
COc1ccc(/C=N\NC(=S)SCN2C(=O)C3CCC(C)(C2=O)C3(C)C)cc1 (stereo not given),.,?,-17%,-10%,19%,-0.7,-17%,20%,i
O=C(NCCc1ccccc1)c1ccc(NC(=O)C2CC2)cc1,.,25%,-3%,-27%,0.4%,-0.3,2%,10%,i
COc1cccc(/C=C/C(=O)NCc2ccc(S(N)(=O)=O)cc2)c1,-1%,1%,?,8%,-0.8%,-0.2,-14%,-22%,i
COc1ccc(C(=O)NC2CCCN(Cc3ccccc3F)C2)c(OC)c1OC (stereo not given),0%,?,-16%,?,-0.8%,-1.5,-38%,-13%,i
CC1=C(c2ccc(C)cc2)S(=O)(=O)NC1=NCCCN1CCN(c2cc(C)ccc2C)CC1,.,?,4%,20µM*,2.9%,.,-74%,8%,.
Cc1ccc(S(=O)(=O)N2CCN(C(=O)c3ccc(Cl)nc3)CC2)cc1,3%,-7%,3%,-17%,-0.8%,-2.2,-26%,-47%[inhibitor],i
CCOc1ccc(/C=N/Nc2nc(N3CCCC3)nc(N3CCCC3)n2)cc1OC,0%,-23%,12%,-10%,-0.4%,-0.4,-11%,-2%,i
CCc1ccc(N2CC(C)Cn3c2nc2c3c(=O)[nH]c(=O)n2C)cc1 (stereo not given),2%,-21%,-1%,-21%,0.2%,1.8,-15%,-8%,i
CCCN1CCc2nc(N3CCN(c4ncccn4)CC3)ncc2C1,.,.,1%,?,5.5%,.,-3%,-11%,.
COC(=O)c1cc(S(=O)(=O)N2CCN(c3ccc(F)cc3)CC2)c[nH]1,2%,-19%,0%,-19%,-0.4%,-1.9,-5%,-3%,i
COc1cccc(C=C2Cc3ccccc3C2=O)c1,.,.,.,5%,?,0.3,-25%,-26%,i
Cc1cc(=O)oc2c3c(ccc12)OCN(Cc1ccc(Cl)cc1)C3,.,11%,0%,5%,0.5%,.,-7%,20%,.
O=c1[nH]c(-c2ccccc2O)nc2c1CCCC2,0%,-2%,-5%,1%,0.1%,-5.0,9%,-3%,i
Cc1cc(C)cc(OCC(=O)NNC(=O)CCC(=O)NCc2ccccc2)c1,-2%,-22%,0%,-2%,1.6%,-3.4,-9%,-13%,i
O=C(OCc1nc2ccccc2s1)c1cccc(N2C(=O)CCC2=O)c1,-3%,6%,2%,-13%,0.3%,-2.4,8%,-2%,i
Cc1ccc(NS(=O)(=O)c2ccc3[nH]c(=O)[nH]c3c2)c(C)c1,1%,-1%,-8%,25%,3.0%,1.9,-1%,-2%,i
CCn1c(C)[n+](CCOCC[n+]2c(C)n(CC)c3cc(Cl)c(Cl)cc32)c2cc(Cl)c(Cl)cc21,2%,5%,-1%,?,-0.7%,0.4,-2%,11%,i

# The results go on.
SMILES,MmCpn inh,Nrf2 inh,A549 viability,TGFb inhibitor,Nrf2 ARE act,CCT modulator,HepG2 tox,Abeta rescue,Akt phos inh
COC(=O)CSc1nc(-c2ccc(F)cc2)cc(C(F)(F)F)n1,-2%,10%&2%,7%&4%,10%&2%,-0.8%&0.1%,1.5,1%&-11%,?,i
CCSc1nc2ccccc2c(=O)n1-c1c(C)n(C)n(-c2ccccc2)c1=O,0%,-2%,2%,-23%,-1.0%,-3.8,0%,-6%,i
CN(C)CCNC(=O)c1cccc2[nH]c(-c3ccncc3)nc12,.,?,?,10µM*,13%,-4.0,-41%,-8%,i
Cc1ccc(-c2nnc(SCC(=O)N3CCCC3)o2)cc1C,-1%,.,25%,0%,6.9%,2.5,-3%,-3%[9.22 µM],i
CCN1CCN(C(=O)CCc2nnc(CCCCc3ccccc3)o2)[C@@H](C)C1=O,2%,-8%,4%,1%,0.5%,-0.7,4%,-14%,i
Cc1cc(C)n(CC(=O)Nc2ccc(F)c(F)c2)c(=O)c1C#N,.,.,4%,?,0.0%,.,5%,-20%,.
CC(=O)Nc1ccc(SCC(=O)Nc2ccc(Cl)cn2)cc1,0%,-2%,-2%,3%,-0.5%,0.7,11%,9%,i
CC(OC(=O)C1CC1)C(=O)Nc1cc(Cl)cc(Cl)c1 (stereo not given),3%,-4%,7%,9%,0.0%,-4.2,9%,15%,i
COc1cc(NC(=S)Nc2ccc(S(=O)(=O)N3CCOCC3)cc2)cc(OC)c1OC,-5%,10%,0%,10%,-0.1%,-6.4,2%,-3%,i
COC(=O)C1(Cc2cc(-c3ccc([N+](=O)[O-])cc3)no2)CCN(C(=O)OC(C)(C)C)CC1,1%,?,1%,?,4.1%,-6.3,-6%,5%,i
CN(Cc1ccccc1)C(=O)CCC1CCN(S(=O)(=O)N(C)C)CC1,1%,-30%,1%,-5%,-1.0%,-2.0,2%,-3%,i
CCc1nnc(NC(=O)C2CCCN(S(=O)(=O)c3ccccc3)C2)s1 (stereo not given),1%,-30%,2%,0%,-0.6%,-1.1,4%,2%,i
CCC(C)(c1nnnn1-c1c(C)cccc1C)N(N=O)c1cccc(C(F)(F)F)c1 (stereo not given),0%,-18%,10%,-6%,0.4%,-4.8,-29%,10%,i
CCc1cccc(C)c1NC(=O)CO/N=C(\N)CC(=O)NC1CCCCC1,-7%,-3%,4%,-1%,-0.2%,0.2,-3%,-7%,i
CCOc1cccc(C(=O)Nc2cc(-c3nn4c(C)nnc4s3)ccc2C)c1,4%,?,-8%,-13%,-0.3%,1.2,-3%,13%,i
CC(C)CCN1CCN(Cc2ccc3nsnc3c2)CC1CCO (stereo not given),-1%,19%,5%,-2%,-0.6%,-1.9,-6%,-14%,i
COc1ccccc1-c1nc(C#N)c(NCc2ccc(F)cc2)o1,-5%,?,-4%,11%,2.4%,0.4,15%,-14%,i
Cc1cc(NC(=O)c2c(F)cccc2Cl)no1,-1%,13%,-11%,-16%,-0.7%,-1.8,0%,1%,i
O=C(CC12CC3CC(CC(C3)C1)C2)NC(=S)NCc1ccco1,1%,3%,?,?,10%,-0.9,-26%,?,i
O=C(CCc1ccccc1)NNC(=O)c1ccncc1,-3%,8%,-8%,32%[activator],-0.4%,-1.5,0%,-17%,i
CCCCCCc1cc2cc(S(=O)(=O)c3ccc(Cl)cc3)c(=O)oc2cc1O,0%,?,2%,11µM*,0.5%,-0.6,-59%,-61%[inhibitor],i
CC(OC(=O)c1cc(Br)ccc1O)C(=O)NCc1ccc2c(c1)OCO2 (stereo not given),1%,7%,2%,-1%,-0.7%,-4.1,17%,-6%,i
CCOC(=O)C1(C)CCCN(C(=O)c2ccc(OC)cc2)C1 (stereo not given),.,.,.,24%,-1.0%[9.22 µM],-0.6,2%,-5%,i
CNC[C@H]1Oc2cc(Br)ccc2S(=O)(=O)N([C@@H](C)CO)C[C@H]1C,.,.,.,-9%,0.3%,-4.6,2%,-21%,i
O=[N+]([O-])c1ccc(S(=O)(=O)Nc2ccc(-c3ccccc3)cc2)cc1,.,.,.,?,0.0%,1.4,-62%,-10%,i
Cn1ncc2c(NNC(=O)Cc3cccc4ccccc34)ncnc21,1%,-8%,1%,-10%,0.2%,0.8,-24%,-3%,i
CCN1CCc2c(OCC(=O)N3N=C(c4cccs4)CC3c3ccc(F)cc3)cccc2C1=O (stereo not given),-1%,23µM*,-22%,-15%,0.5%,0.5,-18%,-12%,i
Cc1ccc(C)c(NC(=S)c2ccccn2)c1,0%,11%,-9%,-6%,4.9%,1.8,-38%,3%,i
Cc1ccc(C(=O)NCCc2cccs2)cc1,1%,?,1%,5%,-3.0%,-0.7,-3%,-8%,i
COc1ccc(OC)c(/C(C)=N\NC(=O)c2cc3cc(Cl)ccc3n2C)c1,1%,?,-7%,13%,-1.4%,1.2,-5%,-5%,i

# Compounds above containing a thiophene ring, fused or not:
SMILES,MmCpn inh,Nrf2 inh,A549 viability,TGFb inhibitor,Nrf2 ARE act,CCT modulator,HepG2 tox,Abeta rescue,Akt phos inh
NC(=O)c1ccsc1NC(=O)CS(=O)(=O)c1ccc(F)cc1,-1%,?,1%,-3%,0.1%,-1.7,-22%,4%,i
CCN1CCc2c(OCC(=O)N3N=C(c4cccs4)CC3c3ccc(F)cc3)cccc2C1=O (stereo not given),-1%,23µM*,-22%,-15%,0.5%,0.5,-18%,-12%,i
Cc1ccc(C(=O)NCCc2cccs2)cc1,1%,?,1%,5%,-3.0%,-0.7,-3%,-8%,i
